Compound activity (PubChem BioAssay)
CIT2-GFP yeast = modulators of CIT2-GFP expression in yeast, primary screen, S. cerevisiae, GFP fusion, multiplex flow cytometry, MLPCN library. S. cerevisiae CIT2-GFP strain, 3 h; 100 means same as DMSO wells. GFP response vs DMSO, % at 10 µM. 320,000 compounds, 0.065% hits. AID 2029, 2009;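 active = GFP response relative to DMSO above a set limit, near the screen mean plus 3 SD, cut at about 150% in these data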;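 note: ratio of well median GFP fluorescence to mean of DMSO wells on the plate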
RPL19A TOR yeast = RPL19A-GFP expression modulators in yeast, primary screen, cell-based, S. cerevisiae, multiplex flow cytometry, MLPCN; 330,000 compounds, 0.3% hits; S. cerevisiae RPL19A-GFP strain, 3 h; active compounds read low; AID 2025, 2009; percent response vs DMSO, % at 10 µM;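 active = percent response vs DMSO below 50%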;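 note: median channel GFP fluorescence of the barcoded RPL19A-GFP strain; ratio of sample median GFP to plate DMSO average so 100% = DMSO; lower means less RPL19A-GFP as with rapamycin TOR inhibition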
AGP1 TOR yeast = modulators of AGP1-GFP expression in yeast TOR pathway, primary screen, cell-based, multiplex flow cytometry, S. cerevisiae, MLPCN library; GFP response vs DMSO, % at 10 µM; 320,000 compounds, 0.02% hits; 3 h; GFP as percent of DMSO wells;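 active = GFP response relative to DMSO above a set limit, near screen average plus 3 SD, cut at about 150% in these data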;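 note: median GFP channel fluorescence of the gated AGP1 strain per well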
LAP4-GFP MLPCN = modulators of LAP4-GFP expression in yeast, primary screen, S. cerevisiae, multiplex flow cytometry, MLPCN library. 3 h; median GFP as percent of DMSO wells. GFP response vs DMSO, % at 10 µM. 320,000 compounds, 0.34% hits;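 active = GFP response vs DMSO above a set limit, about the screen mean plus 3 SD, cut at about 150% in these data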
AHR activator = AHR activators, primary screen, cell-based, luminescence, luciferase reporter, human | Aryl hydrocarbon receptor (Homo sapiens), P35869 | AHR-responsive luciferase reporter cells | activation, % at 5 µM | 320,000 compounds, 2.5% hits | AID 2796, 2010; in the data active = activation above about 47%;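 note: 0% = vehicle wells and 100% = reference agonist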
Target sequence (P35869 whole entry, looked up): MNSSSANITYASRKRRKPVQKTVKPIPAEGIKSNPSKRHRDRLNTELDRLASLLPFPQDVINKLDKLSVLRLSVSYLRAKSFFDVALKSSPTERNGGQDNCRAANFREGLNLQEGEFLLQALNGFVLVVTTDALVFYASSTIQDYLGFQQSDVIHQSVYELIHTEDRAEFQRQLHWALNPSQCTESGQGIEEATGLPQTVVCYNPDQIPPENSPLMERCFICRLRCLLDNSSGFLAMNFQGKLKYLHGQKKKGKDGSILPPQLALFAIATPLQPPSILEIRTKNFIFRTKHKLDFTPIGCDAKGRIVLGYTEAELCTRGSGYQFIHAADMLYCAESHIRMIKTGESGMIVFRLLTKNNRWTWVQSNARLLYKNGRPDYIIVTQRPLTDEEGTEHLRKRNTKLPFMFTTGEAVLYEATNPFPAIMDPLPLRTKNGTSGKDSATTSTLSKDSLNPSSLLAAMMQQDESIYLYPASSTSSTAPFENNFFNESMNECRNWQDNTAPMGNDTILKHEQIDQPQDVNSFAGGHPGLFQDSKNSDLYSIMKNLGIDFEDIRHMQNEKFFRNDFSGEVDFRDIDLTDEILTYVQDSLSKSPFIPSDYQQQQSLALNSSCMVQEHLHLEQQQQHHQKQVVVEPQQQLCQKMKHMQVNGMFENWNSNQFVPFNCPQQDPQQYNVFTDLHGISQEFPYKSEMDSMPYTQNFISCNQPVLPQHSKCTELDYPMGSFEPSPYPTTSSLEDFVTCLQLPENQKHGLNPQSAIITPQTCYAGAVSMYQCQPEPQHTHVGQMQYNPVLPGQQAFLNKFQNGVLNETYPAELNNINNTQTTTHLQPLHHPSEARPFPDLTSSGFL
procasp3 activ = activators of human procaspase-3 D3A mutant, primary screen, biochemical, absorbance, PC-3 D3A mutant, single concentration. Caspase-3 (Homo sapiens), P42574. recombinant procaspase-3 D3A, Ac-DEVD-pNA absorbance 405 nm. activation, % at 8.5 µM. 330,000 compounds, 0.11% hits;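 active = activation above the mean of all tested compounds plus 3 SD, cut at about 21% in these data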;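 note: 0% = DMSO alone and 100% = DMSO wells spiked with extra 5 µM PC-3 D3A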
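System: Procaspase-3 D3A mutant. Medium: Zinc-free 300 mM NaCl, 50 mM HEPES, 0.01% Triton X-100. Schedule: 1 h preincubation plus 2 h reaction at 25 °C. Measured by: 405 nm absorbance of p-nitroaniline, reads at 0 and 120 min. Read-out: percent activation relative to control range.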
MEP2 TOR yeast = modulators of MEP2-GFP levels in yeast, primary screen, S. cerevisiae, multiplex flow cytometry, MLPCN library. S. cerevisiae MEP2-GFP strain, 3 h; 100% = DMSO control level. GFP response vs DMSO, % at 10 µM. 330,000 compounds, 0.51% hits;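 active = GFP response versus DMSO above a set limit, roughly screen mean plus 3 SD, cut at about 180% in these data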;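 note: median GFP fluorescence of the barcode-gated MEP2-GFP cells per well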
proCasp7 act = procaspase-7 activators, primary screen, counter-screen for procaspase-3 activator project, biochemical, absorbance, HTS, human. 330,000 compounds, 0.093% hits. Caspase-7 (Homo sapiens), P55210. activation, % at 8.5 µM. recombinant procaspase-7, Ac-DEVD-pNA absorbance 405 nm; D23A/D198A/D206A triple mutant, cannot self-cleave; scale: DMSO 0, 5 µM enzyme 100;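 active = percent activation above the screen-wide mean plus 3 SD, cut at about 25% in these data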
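Replicates: singlicate. Assay system: Procaspase-7 triple mutant (PC-7 D3A). Signal: 405 nm absorbance of p-nitroaniline. Times: 1 h preincubation, 2 h reaction. Buffer or medium: Zinc-free HEPES pH 7.4 with 300 mM NaCl, 0.01% Triton X-100. Also added: DEVD-pNA substrate. Benchmarks: DMSO wells as 0%, DMSO with 5 µM added PC-7 as 100%.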
An asterisk follows results filed as active; · = no result given.

molecule	CIT2-GFP yeast	RPL19A TOR yeast	AGP1 TOR yeast	LAP4-GFP MLPCN	AHR activator	procasp3 activ	MEP2 TOR yeast	proCasp7 act
CCn1cc(C(=O)NCc2ccco2)c(=O)c2cc(S(=O)(=O)N3CCCC3)ccc21	99.1	99.4	92.3	85.1	-1.1	0.8	100.0	-2.9
CNCCC=C1c2ccccc2C=Cc2ccccc21	89.7	98.4	96.0	96.8	-4.9	5.1	94.9	5.9
CCC(=O)N1N=C2CC(C)(C)OCC2C1c1ccccc1 (stereo not drawn)	99.2	102.5	98.5	94.2	2.5	7.0	103.0	15.7
O=C(C1CCCN(Cc2ccccc2F)C1)N1CCCC1 (stereo not drawn)	108.7	93.7	90.0	86.1	0.5	10.2	91.1	-6.7
Cc1c(C(=O)N(Cc2ccc(Cl)cc2)C2CCS(=O)(=O)C2)oc2ccccc12 (stereo not drawn)	103.8	106.7	105.9	100.6	1.8	11.1	106.4	-6.7
O=c1[nH]n(Cc2ccccc2)c(=O)c2ccccc12	89.1	97.9	91.2	112.2	13.3	10.5	97.9	10.5
CCn1c(SCC(=O)Nc2ccc(C(=O)OC)cc2)nnc1-c1cccs1	104.4	104.5	101.5	105.5	1.5	5.2	107.9	2.4
C=CCN1CCN(C(CCC)c2nnnn2Cc2ccco2)CC1 (stereo not drawn)	90.7	98.4	98.0	102.1	0.2	3.7	91.9	-1.5
COc1ccc(C(=O)NC2CCCc3c2cnn3-c2cc(F)cc(F)c2)c(OC)c1OC (stereo not drawn)	89.3	98.8	97.1	106.3	1.6	7.3	97.3	-1.2
CCOC(=O)c1cnc2c([N+](=O)[O-])cnn2c1C	97.6	95.9	99.1	100.5	-1.7	1.4	100.0	3.0
Cc1ccc(N(CC(O)CN2CCCC2)S(=O)(=O)c2ccc(C)cc2)cc1 (stereo not drawn)	110.1	100.2	102.7	103.5	1.5	3.9	111.4	6.8
OC(COC(c1ccccc1)c1ccccc1)CN1CCOCC1 (stereo not drawn)	102.0	104.5	100.4	99.4	6.4	6.0	105.1	6.1
Cc1sc(Nc2ccc([N+](=O)[O-])cc2)nc1-c1c(C)n(C)n(-c2ccccc2)c1=O	102.1	95.4	97.6	97.6	3.9	-4.0	96.7	10.2
C=Cc1ccc(Cn2nc(-c3ccc(C)cc3)ccc2=O)cc1	98.5	103.3	97.2	102.0	0.0	0.1	110.7	-4.6
CCOC(=O)c1cc(-c2ccc(Cl)cc2)nc2c1c(=O)[nH]c(=O)n2CCOC	102.0	99.4	101.2	98.4	4.3	6.9	104.7	2.7
O=C(Cc1ccccc1)N1CCN(c2ccccc2F)CC1	98.2	99.9	98.0	97.0	2.9	0.5	104.9	2.4
COc1ccc(N2CCN(c3nc4c(c(=O)n(C)c(=O)n4C)n3CCCc3ccccc3)CC2)cc1	104.1	94.5	99.7	99.3	0.4	8.4	98.8	-4.7
Cc1nnc(NC(=O)CSc2nnc3c(n2)[nH]c2ccc(Br)cc23)s1	103.2	102.7	101.2	100.5	4.9	-3.5	105.5	-2.5
CC1(C)Oc2ccc(/C=C/C(=O)N3CCOCC3)c(O)c2C(N2CCOCC2)C1O (stereo not drawn)	95.9	101.5	95.8	91.8	0.6	5.6	99.8	3.9
CC(=O)c1ccc(Nc2nc(-c3cccnc3)cs2)cc1	106.0	104.6	103.7	95.4	·	·	109.2	·
Nc1nnnn1/N=C/C(Br)=C/c1ccccc1	91.9	98.2	99.9	131.7	3.7	-10.4	101.3	1.4
Cc1ccc(-n2c(SCC(=O)NCc3ccco3)nnc2-c2cccnc2)c(C)c1	106.9	105.0	104.3	110.3	1.7	-16.6	102.5	-22.1
O=C(NNC1=NCCCCC1)Nc1ccc(Cl)cc1	100.1	98.0	99.2	101.1	17.4	5.0	99.3	6.9
COc1cc(Br)cc(C2C3=C(CCCC3=O)N(c3ccc(F)cc3)C3=C2C(=O)CCC3)c1O	102.2	96.7	106.5	94.0	1.4	-3.5	97.9	-14.1
NC(=NC(=O)c1cccc(C(F)(F)F)c1)c1ccc(C(F)(F)F)cn1	92.3	94.2	98.6	101.5	0.5	-0.5	95.4	9.2
Clc1ccc(-c2nnc(SCc3nc4ccccc4[nH]3)o2)c(Cl)c1	102.8	98.9	97.3	96.3	11.5	4.2	97.9	0.8
C=CCC(CC)C(=O)NC(=O)N1CCCc2ccccc21 (stereo not drawn)	96.7	96.8	106.2	·	9.1	8.5	98.8	6.8
Cc1c(C(=O)N2CCCC2)c(S(=O)(=O)N2CCCCC2)c(C)n1C	96.9	101.4	97.0	101.7	2.0	-2.3	95.5	-11.2
O=C(NCc1ccccc1)c1ccccc1C(=O)c1ncc[nH]1	90.7	93.3	97.4	95.4	-0.1	9.9	100.9	-6.4
COC(=O)c1cc(=O)n(CCc2ccccc2)c(=Nc2ccc(F)cc2)s1	111.0	103.3	105.3	102.6	0.2	-6.7	87.6	0.2
NNC(=O)c1cc(C23CC4CC(CC(C4)C2)C3)[nH]n1	100.5	96.9	90.8	96.2	-0.2	7.0	121.5	-3.6
COc1ccc([C@H]2CC(=O)C=C(c3ccc(SC)cc3)C2)cc1	100.8	93.6	94.9	99.8	3.6	3.1	94.2	1.8
Cc1ccccc1CNC(=O)C(=O)NCCC1CCCCN1S(=O)(=O)c1ccccc1 (stereo not drawn)	95.8	94.1	96.1	92.6	1.0	6.8	102.0	11.3
O=C(c1c(F)cccc1F)N(Cc1ccccn1)C1CC1	102.9	103.4	101.2	101.1	-0.2	4.8	108.9	4.4
Cc1ccc(CN(C)C(=O)c2ccc(NS(=O)(=O)c3ccc4[nH]c(=O)[nH]c4c3)cc2)cc1	97.7	98.0	105.9	106.8	-3.2	-5.1	102.4	6.1
CCN(CC)C(=O)Cn1cc(S(=O)(=O)CC(=O)N2CC(C)OC(C)C2)c2ccccc21 (stereo not drawn)	104.5	103.5	95.7	86.7	-2.8	0.3	101.0	4.9
O=C(Nc1ccc(Oc2ccc(Cl)cc2)cc1)c1ncn[nH]1	98.1	103.1	103.2	110.6	6.8	-5.6	106.6	6.0
COc1ccc(CCNC(=O)CNCC2CCCO2)cc1OC (stereo not drawn)	96.5	98.5	100.9	100.1	0.2	6.1	100.0	-2.3
COc1ccc(NC(C)=O)cc1NC(C)C(=O)Nc1ccccc1F (stereo not drawn)	102.7	96.3	103.9	93.3	-0.4	-1.2	99.9	3.8
Cc1ccc2c(COC(=O)c3ccccc3Br)cc(=O)oc2c1	116.1	102.6	101.3	96.1	-0.8	7.9	107.9	6.2
CCOC(=O)CCNCc1ccc(OC)c(OC)c1	104.3	105.7	109.7	112.7	-0.8	4.2	100.5	0.9
CCOC(=O)c1c(C)oc2cc(Br)c(OC)cc12	101.6	105.5	107.2	98.7	-1.3	-3.6	109.2	3.3
CC(=O)c1ccc(N2CCN(C(=O)COc3ccc4c(c3)CCC4)CC2)cc1	113.6	101.4	99.9	111.5	4.0	7.7	102.9	7.7
COc1cc2c(cc1OC)C(c1cccc([N+](=O)[O-])c1)N(C(=O)c1ccc(F)cc1)CC2 (stereo not drawn)	111.9	103.2	100.7	100.7	0.2	3.7	99.3	2.5
COc1cccc(C(=O)Nc2cc(C(=O)NCc3ccc(C)cc3)ccc2N2CCC3(CC2)CC(c2ccccc2)=NO3)c1	100.3	97.1	85.9	122.3	0.9	1.2	94.2	0.0
COc1ccccc1NC(=O)C(C)OC(=O)CCCc1c[nH]c2ccccc12 (stereo not drawn)	84.8	96.8	99.4	99.6	6.2	-15.0	98.8	-3.3
OCCN1CCN(C(=S)Nc2ccc(Oc3ccccc3)cc2)CC1	102.9	109.4	90.2	88.0	31.8	-8.0	102.8	-16.6
CC(=O)C(C)n1c(CN(C)Cc2ccccc2)nc2c1c(=O)n(C)c(=O)n2C (stereo not drawn)	99.6	98.9	97.3	98.3	3.7	8.1	107.4	-15.6
O=Cc1ccc(N2CCCC2)o1	100.2	103.3	100.7	86.9	0.6	1.8	102.1	6.2
CCOC(=O)[C@H]1[C@H]2COc3cc(OC)ccc3[C@@H]2N2C(=O)c3cc(F)ccc3NC(=O)[C@@]12C	89.1	95.5	96.9	97.9	-0.2	6.5	101.7	7.7
CC(=O)Nc1ccc(S(=O)(=O)Nc2ccccc2N2CCOCC2)cc1	95.9	93.6	93.6	86.7	1.0	0.5	95.4	4.8
COc1ccc(/C(=N\O)c2nccc3cc(OC)c(OC)cc23)cc1OC	100.9	108.2	97.3	98.3	-2.1	-1.0	100.0	4.0
Nc1c(C(=O)c2ccccc2)sc2c1c(=O)[nH]c(=O)n2-c1ccccc1	98.2	104.5	88.6	101.1	-0.2	-3.0	97.2	0.2
COc1cc(OC)c(C(=O)OC(C)C(=O)Nc2cccc(C(F)(F)F)c2)cc1OC (stereo not drawn)	106.4	101.1	102.3	98.3	1.4	4.0	103.2	7.2
COc1cc(C(=O)NC2CC3CCCC(C2)N3Cc2ccccc2)cc(OC)c1OC (stereo not drawn)	110.4	106.1	101.5	94.9	1.1	-1.7	115.3	4.0
Cc1onc(-c2ccccc2)c1C(=O)N/N=C(\N)COc1ccc(Cl)cc1	88.5	95.2	96.7	89.6	-3.7	-3.7	95.3	-0.3
COc1ccc(CC(=O)N/N=C/c2cc([N+](=O)[O-])cc(Br)c2O)cc1	83.0	103.2	80.2	131.0	1.4	-0.3	110.4	-5.5
COc1ccc(OC)c(S(=O)(=O)Nc2cc3c4c(c2)CCC(=O)N4CCC3)c1	97.7	102.6	111.8	105.9	6.5	7.0	94.8	9.7
CCOC(=O)Cc1csc(NC(=O)CSc2nnc(-n3nc(C)cc3C)c3ccccc23)n1	100.3	99.8	104.7	106.3	-0.7	-5.8	102.5	5.7

One compound at a time (already shown).
Results for COc1cc(C(=O)NC2CC3CCCC(C2)N3Cc2ccccc2)cc(OC)c1OC (stereo not drawn) : CIT2-GFP yeast = 110.4; RPL19A TOR yeast = 106.1; AGP1 TOR yeast = 101.5; LAP4-GFP MLPCN = 94.9; AHR activator = 1.1; procasp3 activ = -1.7; MEP2 TOR yeast = 115.3; proCasp7 act = 4.0
Results for COc1ccc(/C(=N\O)c2nccc3cc(OC)c(OC)cc23)cc1OC : CIT2-GFP yeast = 100.9; RPL19A TOR yeast = 108.2; AGP1 TOR yeast = 97.3; LAP4-GFP MLPCN = 98.3; AHR activator = -2.1; procasp3 activ = -1.0; MEP2 TOR yeast = 100.0; proCasp7 act = 4.0
